# Bioassay records from PubChem BioAssay.
# HEK cytotox – HEK 293 cell cytotoxicity. actives 6.6% (n = 94,000). HEK 293 viability, ATP luminescence (CellTiter-Glo), 48-72 h. Potency, µM (titrated, usually from 115 µM), without a hit: at the highest dose activity change, negative = cytotoxicity, actives largely listed as inhibitors; note: potency is the fitted concentration of half-maximal effect; nearly all actives have a fitted effect of over 60% in size
#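 Read-out: CellTiter-Glo ATP luminescence. Cells: HEK 293, 250 cells/well. Exposure: 48 or 72 hr, 37 degree Celsius.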
# SNCA expr inhib – SNCA gene expression inhibition; Potency, µM (titrated, usually from 57.2 µM), for inactives: at the top dose activity change, negative = inhibition, most hits filed as inhibitors; AID 1671194; HEK-293 SNCA-luciferase knock-in, luminescence, 24 h; actives 0.17% (n = 140,000);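 note: potency is the fitted concentration of half-maximal effect; plate controls were DMSO cells for no effect and cell-free wells for full effect; nearly all actives have a fitted effect of over 45% in size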
# IP6K1 inh – inhibitors of human IP6K1 | IP6K1 kinase, ADP-Glo luminescence, 2 h; stronger effect = lower value | activity change, % (series mostly up to about 58 µM) | actives 0.81% (n = 140,000); in the data active = activity change below about -25%
#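 ADP-Glo luminescence measures ADP made by human IP6K1 during a 2 h RT reaction with ATP/IP6 (mix at 1.3 mM/130 uM); top library doses 57.5 and 19.1 uM final.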
# GPT2 inhibitor – inhibitors of human GPT2 alanine aminotransferase; Q8TD30; Recombinant GPT2, coupled pyruvate oxidase/HRP Amplex Red fluorescence; Potency, µM (doses to about 57.7 µM), without a hit: at the highest dose activity change, negative = inhibition, usual class: inhibitors; actives 0.25% (n = 100,000); AID 1671188; note: potency is the fitted concentration of half-maximal effect; nearly all actives have a fitted effect of over 60% in size; many of its hits are not listed in these tables
# Target sequence (Q8TD30 whole entry, looked up): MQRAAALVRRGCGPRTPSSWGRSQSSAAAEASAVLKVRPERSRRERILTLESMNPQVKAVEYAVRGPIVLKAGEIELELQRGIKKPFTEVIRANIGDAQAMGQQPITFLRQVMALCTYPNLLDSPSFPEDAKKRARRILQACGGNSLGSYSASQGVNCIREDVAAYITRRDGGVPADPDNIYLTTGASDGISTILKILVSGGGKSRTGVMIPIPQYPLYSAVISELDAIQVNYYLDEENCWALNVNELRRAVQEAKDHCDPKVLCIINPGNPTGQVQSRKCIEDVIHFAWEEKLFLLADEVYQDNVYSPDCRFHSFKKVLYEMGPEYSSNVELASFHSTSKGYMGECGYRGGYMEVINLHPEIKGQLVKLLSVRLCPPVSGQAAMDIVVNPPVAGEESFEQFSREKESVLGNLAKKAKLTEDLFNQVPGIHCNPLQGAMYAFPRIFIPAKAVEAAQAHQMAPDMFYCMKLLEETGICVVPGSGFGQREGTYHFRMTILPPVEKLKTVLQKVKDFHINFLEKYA
#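 Inhibition is scored from Amplex Red fluorescence generated when pyruvate oxidase and HRP act on pyruvate released by GPT2. Reactions contain 10ng/uL enzyme, 250uM a-KG and 2mM L-alanine and run 30 min at room temperature.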
# FLuc inh – blocks purified firefly luciferase enzyme activity. purified P. pyralis luciferase, luminescence, biochemical. Potency, µM (series often up to 115 µM), for the others: at the highest dose activity change, negative = inhibition, most hits filed as inhibitors. actives 2.5% (n = 76,000). P08659; note: potency is the fitted concentration of half-maximal effect; nearly all actives have a fitted effect of over 65% in size
# Target sequence (P08659 whole entry, looked up): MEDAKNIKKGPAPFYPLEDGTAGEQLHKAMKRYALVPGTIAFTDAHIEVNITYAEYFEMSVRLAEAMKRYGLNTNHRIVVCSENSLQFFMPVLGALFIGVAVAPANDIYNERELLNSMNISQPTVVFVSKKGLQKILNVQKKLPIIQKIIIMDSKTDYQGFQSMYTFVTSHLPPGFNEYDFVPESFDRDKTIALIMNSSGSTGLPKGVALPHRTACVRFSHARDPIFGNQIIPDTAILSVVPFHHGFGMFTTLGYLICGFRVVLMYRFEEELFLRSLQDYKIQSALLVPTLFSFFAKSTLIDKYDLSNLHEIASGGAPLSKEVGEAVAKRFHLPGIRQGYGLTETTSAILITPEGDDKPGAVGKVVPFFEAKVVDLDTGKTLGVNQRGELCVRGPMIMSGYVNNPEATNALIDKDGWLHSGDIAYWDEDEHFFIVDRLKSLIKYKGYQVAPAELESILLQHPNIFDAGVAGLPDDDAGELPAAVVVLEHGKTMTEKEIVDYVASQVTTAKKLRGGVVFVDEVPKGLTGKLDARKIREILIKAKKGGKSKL
#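 Biochemical qHTS: compound (6-point titration) added to 10uM D-luciferin plus 10uM ATP in Tris acetate pH 7.5 buffer with Mg, Tween-20 and BSA, then purified enzyme at 10nM; light output imaged.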
# 3T3 cytotox – kills NIH 3T3 cells; AID 1345082; Potency, µM (highest dose often 96.7 µM), without a hit: at the highest dose activity change, negative = cytotoxicity, usual class: inhibitors; NIH 3T3 viability, CellTiter-Glo ATP luminescence, 48-72 h; actives 4.3% (n = 94,000); note: potency is the fitted concentration of half-maximal effect; nearly all actives have a fitted effect of over 55% in size
#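 Mouse fibroblast NIH 3T3 cells, 400 per well, received compound via pintool and were incubated for 48 or 72 hr prior to CellTiter-Glo ATP luminescence measurement.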
# HEK293 viab – counter-screen for SNCA expression inhibitors: cell viability; HEK-293-SNCA-luc viability, GF-AFC fluorescence, 24 h; Potency, µM (highest dose often 57.1 µM), without a hit: top-dose activity change, negative = cytotoxicity, actives largely listed as cytotoxic; actives 0.12% (n = 150,000);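 note: potency is the fitted concentration of half-maximal effect; 0% = DMSO-treated cells and -100% = medium-only wells without cells; nearly all actives have a fitted effect of over 30% in size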
#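 Cytotoxicity counterscreen: after 24 h compound treatment of genome-edited SNCA-luciferase HEK-293 cells, live-cell protease substrate GF-AFC read by fluorescence after 30 min; activity scaled between DMSO (0%) and medium-only (-100%), curves Hill-fitted.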
# Starred values were filed as active, the others as inactive; i = inactive; ? = inconclusive; nt = no result given; [ ] = another dose, or the depositor's remark. Unless noted, calls come from the whole dose curve; as a rule, active = well fitted curve in the direction sought with a large enough effect; inconclusive = small, poorly fitted or top-dose-only effect, or another doubt; inactive = no such curve, though single readings can be large; an effect the other way counts as inactive or inconclusive. Unless noted, % is set by controls: 0 for no effect and ±100 for the full control effect.
# The line under a structure holds: HEK cytotox, SNCA expr inhib, IP6K1 inh, GPT2 inhibitor, FLuc inh, 3T3 cytotox, HEK293 viab
- O=Cc1cccc(N2CCN([S+](=O)([O-])C3CC3)CC2=O)c1
→ -21%, 18%, 7, i, nt, -30%, 1%
- CCCOc1ccc(-c2cccc(NS(=O)(=O)c3cc(OC)ccc3OC)c2)nn1
→ nt, -3%, -9, nt, nt, nt, -7%
- COc1ccc(-n2c(SCC(=O)Nc3ccc(Cl)c(C)c3)nc3n[nH]c(C)c3c2=N)cc1
→ nt, -5%, 7, nt, nt, nt, -11%
- Cc1nc2cc(S(=O)(=O)N3CCOCC3)ccc2n1CCNC(=O)C1CC1
→ -6%, 10%, 1, -19%, 11%, -11%, 8%
- CCOc1ccccc1NC(=O)Cn1c(=O)n(Cc2ccccc2)c(=O)c2c3c(sc21)CN(C(C)=O)CC3
→ nt, -30%, 26, nt, nt, nt, -2%
- Cc1ccc(C(=O)CSc2nnc3ccc4ccccc4n23)cc1
→ nt, 32%[activator], -11, nt, nt, nt, -3%
- COc1ccc(C(=O)N2CCc3c(nc4cc[nH]n4c3=O)C2)c(C)c1
→ -5%, 2%, 13, i, 5%, i, 6%
- CCc1ccc(CN2C[C@@H]3C(=O)N(CCOC)C(=O)[C@@H]3C2)cc1
→ -17%, 6%, -6, i, 7%, -21%, -3%
- CCC1c2nccn2CCCN1C(=O)Cn1cccn1 (configuration not stated)
→ -1%, 15%, 5, 4%, 0%, -7%, 3%
- COc1cccc(C(=O)N2CCC(c3n[nH]c(=O)n3Cc3ccc(F)cc3)CC2)c1
→ -7%, -18%, -10, i, -3%, ?, 11%
- CCCNC(=O)CN1C(=O)COc2ccc(S(=O)(=O)N3CCC(C)CC3)cc21
→ nt, 2%, 5, nt, nt, nt, -17%
- CNC(=O)[C@@H](Cc1ccccc1)N1CCC[C@H]1C(=O)N1CCC1
→ -11%[172 µM], -5%[87.6 µM], -14, i, -13%[172 µM], -26%[174 µM], -5%[87.6 µM]
- Cc1cccc(N(C)C(=O)CN2C(=O)NC3(CCOCC3)C2=O)c1
→ 0%, 3%, 6, i, -1%, 1%, 2%
- Cc1c(O)cccc1C(=O)N1CC[C@@H](NC(=O)c2ccccn2)[C@H](O)C1
→ -7%, 174%[activator], -1, ?, ?, -19%, 8%
- Cc1cccc(N2CCN(C(=O)c3cnn(-c4ccccc4Cl)c3C3CCN(C(=O)OC(C)(C)C)CC3)CC2C)c1 (configuration not stated)
→ nt, -11%, -2, nt, nt, nt, 7%
- CCCCNC(=O)c1cccc(-n2c(C)nc3cccnc32)c1
→ nt, -5%, 22, nt, nt, nt, -10%
- O=C(NC1CCCN(Cc2ccc(-c3cncnc3)cc2)C1)C1CCCC1 (configuration not stated)
→ ?, 6%, 10, i, nt, -24%, 2%[12.5 µM]
- COc1cccc(CN2CC3(CCN(C(=O)CSC(C)C)CC3)CC2=O)c1
→ -1%, -21%, -4, i, 6%, -26%, 4%
- COc1cc2c(cc1OC)C(C[C@H]1CN(C(=O)Nc3cccc(Cl)c3)CC[C@H]1CC(=O)O)=NCC2
→ 2%, ?, 7, i, -1%, i, 3%
- COc1ccc(-c2cc(CC3(NCc4ccccc4O)COC3)no2)cc1
→ 100µM*, 4%[87.6 µM], -3, 4%[88.5 µM], -13%[172 µM], ?, -26%[87.6 µM]
- Cc1nc(-c2ccccc2)n(CC(=O)Nc2cccc(Cl)c2)c(=O)c1CCO
→ 25µM*, ?, -2, i, 0%, ?, -29%
- CCc1ccccc1NC(=O)N(C)CC1CCOC1 (configuration not stated)
→ i, -13%, 7, i, -8%, -7%, 1%
- COc1cccc(C2CC(=O)Nc3cc4c(cc32)OCO4)c1OC(C)C (configuration not stated)
→ nt, ?, -15, nt, nt, nt, ?
- Cc1nnc2n1CCC(N(C)C(=O)c1cncc(Br)c1)CC2 (configuration not stated)
→ i, -10%, -6, i, -7%, 5%, -2%
- Cc1cc(C)cc(C(=O)N2CCC(Oc3ccc(C(=O)N(C)C)cn3)CC2)c1
→ -19%, -13%, 13, i, 0%, -22%, -3%
- COc1ccc(-c2nc(C3CC3)nc3c2CCN(Cc2cccc4ccccc24)CC3)cc1
→ ?, ?, -14, 4%, nt, -27%, ?
- COc1ccc(-c2noc(CCCC(=O)Nc3cccc(Cl)c3C)n2)cc1
→ nt, ?, 17, nt, nt, nt, -18%
- CCC(C)NC(=O)C(NC(=O)c1cccs1)C1CCN(C(=O)c2cccs2)CC1 (configuration not stated)
→ -22%, 5%, -6, 3%, -16%, -18%, 10%
- CC(=O)N1CCCC(c2nn(-c3cccc(Cl)c3)c(=O)[nH]2)C1 (configuration not stated)
→ i, -11%[87.6 µM], 8, i, -5%[172 µM], 0%[138 µM], -3%[87.6 µM]
- Cc1oc2ncnc(N3CCCCC3)c2c1C(=O)NCC1CCN(Cc2cccc(F)c2)CC1
→ nt, -11%, 25, nt, nt, nt, -1%

# The final 5 compounds of the section above lead into the next:
# The line under a structure holds: HEK cytotox, SNCA expr inhib, IP6K1 inh, GPT2 inhibitor, FLuc inh, 3T3 cytotox, HEK293 viab
- COc1ccc(-c2nc(C3CC3)nc3c2CCN(Cc2cccc4ccccc24)CC3)cc1
→ ?, ?, -14, 4%, nt, -27%, ?
- COc1ccc(-c2noc(CCCC(=O)Nc3cccc(Cl)c3C)n2)cc1
→ nt, ?, 17, nt, nt, nt, -18%
- CCC(C)NC(=O)C(NC(=O)c1cccs1)C1CCN(C(=O)c2cccs2)CC1 (configuration not stated)
→ -22%, 5%, -6, 3%, -16%, -18%, 10%
- CC(=O)N1CCCC(c2nn(-c3cccc(Cl)c3)c(=O)[nH]2)C1 (configuration not stated)
→ i, -11%[87.6 µM], 8, i, -5%[172 µM], 0%[138 µM], -3%[87.6 µM]
- Cc1oc2ncnc(N3CCCCC3)c2c1C(=O)NCC1CCN(Cc2cccc(F)c2)CC1
→ nt, -11%, 25, nt, nt, nt, -1%
- COCc1nc(C2CC(N)C2)cc(N(C)Cc2sccc2C)n1 (configuration not stated)
→ ?, -15%, -7, ?, 11%, -17%, -1%
- CCc1c(C(=O)N2CCc3c(c(C(=O)O)nn3CC3CC3)C2)csc1C
→ -21%, -18%, -2, -1%, -3%, -9%, 13%
- COc1ccc(-n2nc(C)c([C@@H]3C=C[C@@H](NCc4ccc(N(C)C)cc4)C3)c2C)cc1
→ ?, -2%[87.6 µM], -5, i, 22µM*, ?, -26%[87.6 µM]
- COc1ccc(CN2CCC3(CC(Cc4ccccc4)=NO3)C2)cc1 (configuration not stated)
→ ?, -3%, 0, i, 1%, ?, -4%
- O=C(NCC1CCCN(C(=O)c2ccsc2)C1)c1ccc(-c2ccccc2)cc1 (configuration not stated)
→ 45µM*, 12%, 8, i, ?, ?, 2%
- CC(Oc1ccccc1)C(=O)N1CCN(c2cc(C(F)(F)F)ncn2)CC1 (configuration not stated)
→ ?, 23%, 0, 0%, 11%, -22%, 0%
- O=C(Nc1ccccc1F)C(c1ccccc1)N1Cc2ccccc2C1=O (configuration not stated)
→ nt, -4%, 0, nt, nt, nt, -6%
- Cc1cccc(CN(C(=O)c2ccco2)c2ccc(CC(=O)N(C)Cc3ccccc3)cc2)c1
→ ?, -23%, 5, i, -2%, ?, -1%
- CCOCCc1nn2c(=O)cc(COC(=O)c3cccs3)nc2s1
→ nt, 90%[activator], 1, nt, nt, nt, -8%
- COCCn1ncc(N2CCCC(CC(=O)N(C)C3CCN(C)CC3)C2)cc1=O (configuration not stated)
→ -2%, 3%, 8, 3%, nt, -28%, 13%
- O=C(c1c(OCC2CC2)cc(=O)n2c1CCOCC2)N1CCc2ccccc2C1
→ -8%, 19%, 4, -1%, -8%, -4%, -16%
- O=C(c1ccccc1)N1CC2(CCCN2Cc2cccnc2)Cc2ccccc21 (configuration not stated)
→ ?, -19%, -2, 5%, nt, ?, -17%
- COCCn1c(SCC(=O)Nc2cc(Cl)ccc2OC)nc2c([nH]c3ccccc32)c1=O
→ nt, 39%, 18, nt, nt, nt, 15%
- Cn1c(=O)c2c(ncn2CC(O)CO)n(C)c1=O (configuration not stated)
→ nt, -11%, 9, i, nt, nt, -8%
- CCOC(=O)c1c(S(=O)(=O)NCC(=O)NCc2ccc(C)cc2)c(C)n(C)c1C
→ nt, -17%, 29, nt, nt, nt, 1%
- CCOC(=O)c1c(NC(=O)COc2cc(C)ccc2C(C)C)sc(C)c1C
→ nt, -7%, -8, nt, nt, nt, 15%
- CCCCn1c(=O)c(C(=O)N2CCN(C(=O)N(C)C)CC2)nc2cccnc21
→ -1%, -11%, 15, i, nt, -4%, ?
- COc1cccc(C(=O)Oc2c(Sc3ccc(C)cc3)c(C)nn2C(C)(C)C)c1OC
→ nt, -25%, 7, nt, nt, nt, -30%
- Cc1cc(C)cc(C(=O)NC2CCN(C(=O)c3cc4c(=O)[nH]c(C)cn4n3)CC2)c1
→ 6%, 20%, 7, i, 8%, -10%, 3%
- Fc1ccccc1Nc1nc(-c2ccccc2)no1
→ ?, -64%, -13, ?, 0.4µM*, ?, -18%
- CC(=O)Nc1ccc(C(=O)N2CCn3c(nnc3C3CCCN3)C2)cc1 (configuration not stated)
→ -26%, 45%[activator], -1, 1%, nt, -17%, -6%
- Cc1cccc(NC(=O)N2CCC(CN3CCC(C)CC3)CC2)c1C
→ nt, -17%, 29, nt, nt, nt, 19%
- CCC1=Nc2cc(C(=O)NCCc3ccc(OC)c(OC)c3)ccc2Sc2ccccc21
→ nt, -24%, 18, nt, nt, nt, -5%
- CC(C)C(=O)NC1CCN(c2ccc3nnc(-c4ccccc4)n3n2)CC1
→ -13%, nt, 3, nt, nt, -24%, nt
- O=C(O)c1cc(I)ccc1NC(=O)[C@H](Cc1ccccc1)NCc1ccccc1
→ nt, nt, -18, i, nt, nt, 21%
- CC(=O)Nc1ccc(CN2CCCC3(CC(c4cccc(C(F)(F)F)c4)=NO3)C2)cc1 (configuration not stated)
→ ?, -21%, 10, -2%, 3%, ?, -25%
- Cc1cccc(NC(=O)CN2C(=O)NC3(CCC(C(C)(C)C)CC3)C2=O)c1C (configuration not stated)
→ ?, -9%, -13, -6%, 3%, ?, 7%
- CNc1oc(/C=C/c2cc(OC)c(OC)c(OC)c2)nc1C#N
→ nt, 20%, -5, nt, nt, nt, ?
- C=CCNc1nc(C2CC2)nc2c1CCN(C(=O)c1cscn1)CC2
→ -7%, -1%, 2, i, -11%, -11%, -3%
- O=C1CCN(C(=O)Cc2cccc(F)c2)CCCC(c2nc(-c3cccnc3)no2)CCN1 (configuration not stated)
→ ?, 10%, 15, i, -12%, -20%, -28%
- CC(C)(N)c1cn(C2CCN(Cc3cccn3-c3ncccn3)CC2)nn1
→ -8%, 49%[activator], 1, i, 10%, i, -4%
- Cc1nn(CC(=O)NCC2CCCO2)c(=O)c2nc(-c3ccccc3)sc12 (configuration not stated)
→ -3%, 1%, 1, ?, 6%, i, 3%
- CCOc1ccccc1NC(=O)CSc1nnc(N)s1
→ nt, 25%, -11, nt, nt, nt, -8%
- Cc1ccc2cc3cc(C(=O)N4CCN(c5ccccc5)CC4)oc3nc2c1
→ nt, 33%[activator], -13, nt, nt, nt, 0%
